Compound activity: PubChem BioAssay, Sanford-Burnham Center for Chemical Genomics
APJ antagonist: APJ receptor antagonism; 330,000 compounds, 0.32% hits; P35414; CHO-K1 APJ beta-arrestin complementation, luminescence; inhibition, % at 20 µM;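 active = inhibition above about 40% at 20 µM, limit read from the data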;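 note: cells challenged with 10 nM apelin-13 agonist together with compound; plate controls were apelin-13 plus DMSO wells for no effect and DMSO wells lacking apelin-13 for full effect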
Target sequence (P35414 whole entry, looked up): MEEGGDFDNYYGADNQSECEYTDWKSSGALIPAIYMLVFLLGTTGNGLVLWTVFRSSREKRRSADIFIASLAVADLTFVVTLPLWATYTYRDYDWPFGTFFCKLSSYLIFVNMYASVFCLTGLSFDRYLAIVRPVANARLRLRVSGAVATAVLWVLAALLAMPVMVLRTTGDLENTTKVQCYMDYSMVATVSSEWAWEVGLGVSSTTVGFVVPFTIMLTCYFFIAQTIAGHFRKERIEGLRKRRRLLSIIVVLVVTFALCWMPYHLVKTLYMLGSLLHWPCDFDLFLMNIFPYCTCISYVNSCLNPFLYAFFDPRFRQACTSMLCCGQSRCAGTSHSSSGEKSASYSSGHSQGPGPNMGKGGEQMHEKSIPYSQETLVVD
TIM10 inh: inhibits growth of TIM10 yeast strain; S. cerevisiae TIM10 strain growth, BacTiter-Glo luminescence, 24 h; inhibition, % at 10 µM; 330,000 compounds, 1.4% hits; AID 463195;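 active = inhibition of 40% or more at the single tested concentration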;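 note: wild-type TIM10 isogenic control strain grown at permissive 25 °C; 0% = DMSO yeast wells and 100% = minimal medium wells without yeast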
APJ agonist: activates the human apelin receptor APJ | CHO-K1 APJ PathHunter beta-arrestin, luminescence; 0% DMSO wells, 100% apelin | activation, % at 20 µM | 330,000 compounds, 0.11% hits | P35414;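 active = activation more than six SD over the plate average, tested at 20 µM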;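 note: 0% = DMSO alone and 100% = apelin-13 at 10 nM; some results filed as inactive read as strong as hits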
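system = engineered CHO-K1 APJ arrestin reporter cells | input = 1000 cells per well | timing = overnight seeding, 90 min compound at 25 °C, 1 h detection | measured by = enzyme-fragment complementation luminescence | read-out = beta-arrestin recruitment to APJ as agonist activity, luminescent signal | control set = negative DMSO alone, positive Apelin-13 at 10 nM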
NALP3 yeast inh: inhibitors of NALP3 inflammasome in yeast; Yeast reconstituted NLRP3/ASC/caspase-1, beta-gal luminescence, 24 h; inhibition, % at 10 µM; 330,000 compounds, 0.39% hits; AID 2825;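 active = inhibition of 50% or more; inactive = inhibition below 50%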;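 note: plate controls were induced DMSO wells for no effect and uninduced yeast grown without galactose for full effect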
tim23-1 inh: growth inhibitors of tim23-1 mutant yeast; inhibition, % at 20 µM; 330,000 compounds, 1.3% hits; AID 463212; S. cerevisiae tim23-1 growth, BacTiter-Glo luminescence, 24 h;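 active = growth inhibition of the mutant yeast at or above 50%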;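 note: temperature-sensitive mutant grown at 25 °C; plate controls were DMSO-treated mutant yeast for no effect and medium wells lacking yeast for full effect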
tim10-1 inh: inhibits growth of tim10-1 mutant yeast | 330,000 compounds, 2.2% hits | S. cerevisiae tim10-1 ts strain growth, BacTiter-Glo, 24 h | AID 463190 | inhibition, % at 20 µM;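 active = inhibition of at least 40%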;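 note: mutant grown at 25 °C; 0% = DMSO wells with yeast and 100% = wells holding no yeast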
MPTP block: blocks calcium-induced mitochondrial swelling. isolated mouse mitochondria, Ca2+ swelling absorbance, 30 min. inhibition, % at 10 µM. AID 602449. 360,000 compounds, 1.4% hits;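 active = inhibition of 50% or more, scaled per plate between neutral and stimulator controls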;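 note: 0% = DMSO wells given calcium and 100% = 1 mM EGTA wells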
NR3A LBD binder: modulators (binders) of human NR3A ligand-binding domain; NR3A LBD differential scanning fluorimetry, Tm shift; 0% = protein alone, 100% = glycine-bound protein; Tm shift relative to glycine control, % at 25 µM; 340,000 compounds, 2.5% hits;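 active = melting temperature shift of at least 10% of the positive control shift, at one fixed dose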
beta cell repl: induces beta-cell replication in MIN6 cells; MIN6 cells proliferation, ATPlite luminescence, 48 h; cells starved in 0.2% serum; 100% = growth in 10% serum; proliferation, % at 10 µM; 330,000 compounds, 0.29% hits; AID 2380;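 active = compounds whose signal lies at least 3.5 SD above the mean of all wells on their plate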;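 note: 0% = DMSO-treated cells in low-serum medium and 100% = 10% serum control; some compounds called inactive have numbers as strong as hits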
* = called active by the depositor. Not a hit list; overall some 7.2% were active at least once.

Results follow in this order: MPTP block | TIM10 inh | APJ agonist | tim10-1 inh | beta cell repl | tim23-1 inh | NALP3 yeast inh | NR3A LBD binder | APJ antagonist
> Cn1cnc([N+](=O)[O-])c1Nc1cccc(O)c1
  2.2 | 9 | 0 | -5 | -3 | -2 | 6 | -1 | 1
> COc1cc(C)ccc1OCCCON1C(=O)CCC1=O
  -1.3 | 4 | -4 | 8 | 0 | 7 | -17 | -3 | 1
> Cc1cccc(C)c1OCc1n[nH]c(=S)n1-c1ccccc1
  0.1 | 20 | -4 | 28 | -2 | 4 | 21 | 0 | 10
> COC(=O)c1cc2oc(C)cc2n1CC(=O)N1CCCc2ccccc21
  0.0 | 8 | 0 | 36 | -2 | 27 | 16 | 1 | -6
> Cc1[nH]c2ccc(C(=O)NC3CCC(C)CC3)cc2c1C (stereo not given)
  -2.6 | 13 | 8 | 34 | -3 | 36 | 10 | -4 | 22
> Cc1cc(N2CC(C)OC(C)C2)nc2ccccc12 (stereo not given)
  -0.5 | 1 | -4 | -6 | -1 | -12 | 10 | 0 | 23
> O=C(CSc1ccc2ccccc2n1)NC1CC1
  1.0 | 1 | -2 | 4 | -2 | 14 | 20 | 0 | 3
> CN(C)c1ccc(NC(=O)Nc2cccc3ccccc23)cc1
  3.7 | -14 | -5 | 2 | 0 | -12 | 2 | -4 | -8
> COc1ccc(S(=O)(=O)c2nnn(-c3cccc(Cl)c3)c2N)cc1
  1.7 | -3 | -2 | 6 | -4 | -13 | 9 | 19* | 18
> CC(C)(C)CC(=O)Nc1ccc(-c2cn3cccnc3n2)cc1
  0.9 | -2 | -2 | -5 | -5 | 17 | -1 | -5 | -9
> CCOc1ccc(N(CC(=O)Nc2cc(C)cc(C)c2)S(C)(=O)=O)cc1
  1.8 | 20 | -2 | 9 | 0 | 14 | -7 | -2 | 3
> CCOC(=O)c1ccc(NC(=S)Nc2ccccc2)cc1
  88* | 4 | -4 | 5 | -1 | 10 | 11 | -11 | 12
> O=C(NCc1nc2ccccc2[nH]1)C1=C[C@@H](c2csc3ccccc23)C[C@@H](OCCCCO)O1
  -0.5 | 7 | 15 | 16 | -7 | 19 | 19 | -10 | -70
> Oc1cccc(C(=S)N2CCC(Cc3ccccc3)CC2)c1
  -0.9 | 28 | 0 | 24 | 0 | 41 | 19 | -3 | 14
> Cc1c(NC(=O)Nc2ccc(Cl)c(Cl)c2)sc(=S)n1C
  51* | 15 | 0 | 31 | -4 | 36 | 20 | 22* | 14
> COCCn1c(-c2ccc(OC)cc2)cnc1SCC(=O)Nc1cc(C)on1
  29 | 1 | -3 | 19 | -1 | 3 | 6 | 1 | 8
> Cc1nc(Nc2ccc(S(=O)(=O)N3CCCCC3C)cc2)c2nnn(Cc3ccccc3)c2n1 (stereo not given)
  68* | 9 | -3 | 30 | -1 | 5 | 1 | -2 | -2
> CCOc1ccc(NS(=O)(=O)c2ccc(NC(=O)c3ccccc3C(=O)O)cc2)cc1
  5.6 | -10 | -2 | -9 | -2 | 8 | 11 | -3 | -12
> COC(=O)C1=C(C)N(Cc2ccccc2)C(=NCCc2ccccn2)N[C@H]1c1cccc(C(F)(F)F)c1
  7.1 | 4 | -3 | 12 | -6 | 2 | 22 | 0 | 9
> Cn1c(CNC(=O)c2ccco2)nnc1SCC(=O)Nc1c(F)cc(F)cc1Br
  -4.4 | 3 | -3 | -14 | -1 | 3 | 16 | -2 | 12
> N/C(=N\OC(=O)CC1CCCCC1)c1ccccn1
  0.4 | 10 | 2 | -9 | -3 | 18 | 9 | 1 | 4
> O=C(O)c1ccc(-n2cncn2)c([N+](=O)[O-])c1
  -0.5 | -22 | -1 | -9 | -2 | 0 | 9 | 1 | -7
> O=C(NN1C(=O)/C(=C/c2ccc(O)c([N+](=O)[O-])c2)SC1=S)c1ccccc1Cl
  1.4 | -74 | -10 | -14 | 0 | 1 | 42 | -3 | 47*
> CCOc1ccc(-n2c(SCc3cc(=O)oc4cc(C)ccc34)nnc2-c2cccnc2)cc1
  0.3 | 11 | -1 | 35 | 0 | 28 | 7 | -1 | -10
> C=CCN1C(=O)C2C(C(=O)NC)C3(C)C=CC2(O3)C1C(=O)NCc1ccc(OC)cc1 (stereo not given)
  -0.3 | -1 | -1 | 8 | -2 | 3 | -3 | -2 | -4
> O=C(NNC(=O)C1COc2ccccc2O1)c1ccccc1 (stereo not given)
  0.0 | -10 | 0 | -5 | -2 | 12 | -3 | 1 | -12
> OCc1nc2ccccc2n1CCCOc1ccccc1
  -2.0 | 2 | -1 | 13 | -2 | 8 | 8 | -2 | 5
> COc1ccc(-c2cn3nc(SCC(=O)NC4CCCCC4)ccc3n2)cc1
  2.4 | -4 | -5 | 9 | -5 | 6 | 9 | 0 | -15
> COc1cccc(NC(=O)CC2S/C(=N\S(=O)(=O)c3ccccc3)N(c3ccccc3)C2=O)c1 (stereo not given)
  1.5 | 12 | -1 | 30 | 0 | 17 | 2 | 3 | 6
> O=C(c1ccc(CN2CCc3ccccc3C2)cc1)N1CCN(c2ccccc2)CC1
  0.3 | 3 | -3 | 29 | 0 | 12 | 8 | -2 | -10

A section taken from the entries so far, for reference:
Results follow in this order: MPTP block | TIM10 inh | APJ agonist | tim10-1 inh | beta cell repl | tim23-1 inh | NALP3 yeast inh | NR3A LBD binder | APJ antagonist
> COCCn1c(-c2ccc(OC)cc2)cnc1SCC(=O)Nc1cc(C)on1
  29 | 1 | -3 | 19 | -1 | 3 | 6 | 1 | 8
> Cc1nc(Nc2ccc(S(=O)(=O)N3CCCCC3C)cc2)c2nnn(Cc3ccccc3)c2n1 (stereo not given)
  68* | 9 | -3 | 30 | -1 | 5 | 1 | -2 | -2

(listing goes on)
Results follow in this order: MPTP block | TIM10 inh | APJ agonist | tim10-1 inh | beta cell repl | tim23-1 inh | NALP3 yeast inh | NR3A LBD binder | APJ antagonist
> COc1ccc(CNC(=O)C(c2ccco2)N(Cc2cccs2)C(=O)Cc2cccs2)cc1 (stereo not given)
  -1.6 | 22 | -1 | 20 | -2 | 6 | 18 | 1 | -5
> OCCC1CN(Cc2nc3ccc(F)cc3[nH]2)CCN1C1CCCC1 (stereo not given)
  1.0 | -15 | 0 | 2 | -2 | -3 | 8 | -4 | -7
> COc1ccc(-c2noc(COc3ccccc3OC)n2)cc1OC
  0.3 | 5 | -1 | -1 | 1 | 19 | 48 | 0 | 7
> Cn1cc(C(=O)c2ccccc2C(=O)O)cc1C(=O)C(Cl)(Cl)Cl
  0.6 | 17 | -3 | -18 | -5 | -3 | 12 | 1 | -3
> O=C(Cc1csc(NC(=O)Nc2ccc(Cl)cc2)n1)NCc1cccnc1
  1.9 | -1 | -2 | 2 | -4 | 5 | 8 | -3 | -2
> COc1ccccc1Nc1nnc(SC(C)C(=O)NC2CC2)s1 (stereo not given)
  0.1 | 6 | -1 | 12 | 2 | 19 | 4 | 0 | 4
> CCN1CCN(CCNC(=O)c2ccc(CS(=O)(=O)c3c(Cl)cccc3Cl)o2)CC1
  -2.7 | -7 | -1 | -10 | -4 | 2 | -2 | 1 | 16
> O=C(N/N=C/c1ccccc1F)c1cccc2ccccc12
  -1.5 | 3 | -2 | -18 | 1 | -4 | 21 | 2 | -7
> O=C(O)c1ccc(C[n+]2c(-c3ccccc3)csc2Nc2ccccc2)cc1
  -5.4 | 34 | -1 | 36 | 0 | 25 | 1 | 18* | 9
> CCCCn1c(O)c(N=Nc2ccccn2)c2ccccc21
  2.7 | -4 | -4 | -6 | 0 | 48 | 11 | 3 | 11
> O=C(OCc1ccc(COC(=O)c2ccccn2)cc1)c1ccccn1
  0.5 | 0 | -1 | 14 | 1 | -3 | 23 | 0 | 7
> COC(=O)C1C(c2ccccc2)C(C(=O)N2CCN(C)CC2)C1c1ccccc1 (stereo not given)
  -0.7 | -11 | -1 | 16 | -1 | 5 | 10 | -2 | -14
> CCn1c(SCC(=O)Nc2cc(C)nn2-c2ccccc2)nnc1-c1cccs1
  0.2 | 10 | -2 | 15 | -2 | -3 | 14 | 2 | -8
> CCOC(=O)C1=C(Nc2ccccc2)CC(C)(O)C(C(=O)OCC)C1c1ccccc1 (stereo not given)
  0.1 | 13 | -5 | 27 | -1 | 16 | 7 | 3 | -5
> O=c1c(N=Nc2ccc(O)cc2)c(-c2ccccc2)[nH]n1-c1ccc([N+](=O)[O-])cc1
  29 | 6 | -6 | 20 | -7 | 20 | 19 | -3 | 54*
> CCOC(=O)c1ccc(NC(=S)N2CCN(c3ccc(N4CCOCC4)nn3)CC2)cc1
  0.9 | -5 | -2 | 3 | 0 | 8 | 15 | 1 | 4
> CC(=O)Oc1ccc(/C=C(\NC(=O)c2ccco2)C(=O)NCc2ccccc2)cc1
  0.6 | 8 | -3 | -36 | -1 | -7 | 0 | 0 | -10
> Cc1ccc([N+](=O)[O-])cc1S(=O)(=O)Nc1ccc(O)c(Sc2ncn[nH]2)c1
  -0.1 | 4 | 13 | -17 | -2 | -10 | 7 | -1 | -68
> Cc1ccc(S(=O)(=O)N(C)CC(=O)N2CCCCCCC2)cc1
  0.9 | 0 | 7 | 13 | 0 | 21 | 30 | -1 | 12
> O=C(O)C1CCC(CN(Cc2cccc(Br)c2)C(=S)Nc2ccccc2F)CC1 (stereo not given)
  -1.0 | 10 | -2 | 33 | -3 | 21 | 9 | 5 | 8
> O=C(/C=C/c1cccs1)c1cc(Br)ccc1OC(=O)N1CCOCC1
  -0.5 | 37 | -3 | 56* | -3 | 35 | 20 | 1 | -1
> Cc1cc(C(=O)NNC(=O)[C@H](C)NC(=O)c2ccc(Br)cc2)c(C)o1
  0.0 | 5 | -5 | -9 | -2 | -3 | 0 | -2 | -7
> CCS(=O)(=O)Nc1ccc(-c2nnc(SCC(=O)OC)o2)cc1
  0.0 | 0 | 3 | 4 | -1 | 6 | 20 | 1 | 0
> NS(=O)(=O)c1ccc(CCNC(=O)COc2ccc3c4c(c(=O)oc3c2)CCC4)cc1
  -0.4 | -4 | 0 | -12 | 2 | -9 | -1 | 0 | -1
> COc1ccccc1Oc1cc(-n2nc(C)cc2C)ncn1
  5.1 | 9 | -1 | 23 | 0 | 29 | 3 | 10* | 54*
> Nc1cc(OC(=O)c2ccco2)nn1S(=O)(=O)c1ccc(F)cc1
  0.3 | 32 | -4 | 35 | -3 | 27 | 3 | -2 | 6
> COc1ccc(CCN2C(=O)CC(NC34CC5CC(CC(C5)C3)C4)C2=O)cc1OC (stereo not given)
  1.0 | -19 | -1 | 23 | -2 | 13 | 3 | -1 | 11
> CC(C)(C)c1nnc(NS(=O)(=O)c2cc(Cl)ccc2Cl)s1
  0.0 | 0 | 1 | -12 | -2 | -2 | 9 | 2 | -7
> CSc1ccccc1NC(=O)N1CCCC(C(=O)c2ccc3c(c2)OCO3)C1 (stereo not given)
  -2.6 | 16 | -4 | 11 | 0 | 8 | 5 | -2 | 8
> O=C1C2=C(SCCS2)C(=O)N1c1ccccc1
  -1.2 | 17 | -2 | 11 | 5 | -3 | -17 | 2 | -4
> O=C(NNC(=O)C1CC(c2cccs2)=NO1)NC1CCCCC1 (stereo not given)
  1.3 | 20 | -3 | 17 | -3 | 8 | 10 | -2 | 22
> COc1cccc(/C=N/NC(=O)c2ccc([N+](=O)[O-])cc2Cl)c1O
  1.6 | 16 | 2 | 18 | -5 | 48 | 29 | -1 | -5
> Cn1cccc1C(=O)OCC(=O)N1CC(=O)Nc2ccccc21
  1.4 | -15 | -4 | 6 | 0 | 2 | -28 | 1 | -36
